# F508del corr: F508del CFTR correction, initial screen, CFBE line, single point; CFBE cells, YFP halide quenching; stimulated with forskolin plus potentiator P3; % fluorescence drop versus neutral controls; activity (quench increase), % at 7.58 µM; actives 0.36% (n = 350,000); AID 720511, 2013;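 active means mean added fluorescence quench of at least 8% versus neutral control, with both replicates also reaching 8%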;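 further: cells transiently co-express mutant CFTR-F508del with the halide-sensitive YFP; corrector assay measuring rescue of mutant channel to the surface after 24 h compound exposure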
# PGC1a acetyl inh: inhibitors of PGC1a acetylation signal, primary screen, cell-based, U2OS, AlphaScreen, inhibitor mode. inhibition, % at 15.6 µM. actives 0.17% (n = 350,000). AID 651687, 2012. AlphaScreen anti-acetyl-lysine; with virally co-expressed GCN5 acetyltransferase;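 active means every replicate shows inhibition of at least 40%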;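 further: 0% = neutral control wells and 100% = positive control wells; some results beyond the cut were filed as inactive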
# FN deposition inh: inhibitors of fibronectin matrix deposition, primary screen, AH1F cells, Alexa488-fibronectin fluorescence, plate reader; inhibition, % at 12.6 µM; AH1F fibroblasts, overnight; actives 0.086% (n = 350,000);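 active means mean inhibition across replicates of 30% or more, regardless of how many single replicates reach that level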;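 further: positive control wells lacked labelled fibronectin entirely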
#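 material = AH1F fibroblast monolayer depositing Alexa488-labelled fibronectin into matrix | amount = 10000 AH1F cells/well | buffer or medium = DMEM plus 2% serum, read in PBS | incubation = 1 h cell adhesion before compound, then overnight fibronectin incubation | detection = fluorescence at 485 nm excitation, 525 nm emission | evaluation = percent inhibition as loss of matrix-bound fibronectin fluorescence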
# PglD inh: C. jejuni PglD acetyltransferase inhibitors, primary screen, biochemical, DTNB colorimetric, single point; AID 602405, 2012; actives 0.098% (n = 360,000); purified PglD enzyme, DTNB colorimetric CoA detection; UDP-N-acetylbacillosamine N-acetyltransferase PglD (Campylobacter jejuni); inhibition, % at 12.5 µM; in the data active means inhibition above about 16%, passing the limit was not always enough; further: strong numbers were not always called active
# GSIS activator: GLuc luminescence reporter in INS-1E cells, primary screen for activators of glucose-dependent secretion of insulin; INS-1E GLuc reporter insulin secretion, 2-3 h; activation, % at 16.6 µM; actives 0.61% (n = 370,000);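 active means lowest replicate activation of at least 40%, so every replicate reaches that level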;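 further: 0% = median of neutral control wells and 100% = median of IBMX positive control wells; some compounds called inactive have numbers as strong as hits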
# Cneo AK release: Cryptococcus neoformans cell lysis inducers, primary screen, AK release luminescence, single concentration; actives 0.2% (n = 360,000); AID 651654, 2012; C. neoformans lysis, adenylate kinase release luminescence, 4 h; normalised: neutral wells 0, clomiphene wells 100; lysis activity, % at 15 µM;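 active means mean lysis activity across replicates of at least 80%, whatever share of replicates individually reach that level; inactive means mean lysis activity below 80%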
#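 Material – Cryptococcus neoformans yeast cells · Quantity – 5 × 10^6 yeast cells/mL · Buffer or medium – YPD medium · Compound – single dose · Timing – 4 h static compound exposure, 37 °C, read 1 h post-reagent · Signal – adenylate kinase release luminescence · Read-out basis – lysis from increased AK signal · Benchmarks – Clomiphene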
# miR122 inh: miR-122 Renilla sensor signal increase in Huh7, primary screen, miR-122 inhibitor project, cell-based, single point, plate reader | activation (reporter increase), % at 12.5 µM | actives 0.3% (n = 340,000) | AID 602342, 2012 | Huh7 miR-122 Renilla luciferase sensor, 48 h; neutral wells = 0, positive control = 100;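 active means mean replicate activation score at least 90 and every replicate individually at or above 90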;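 further: higher luciferase means less miR-122 activity so hits act as miR-122 inhibitors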
# C2C12 statin: suppressors of statin myotoxicity in C2C12 myotubes, primary screen, cell-based, single point, plate reader; C2C12 myotubes + simvastatin, ATP luminescence, 48 h; scaled: DMSO 0, geranylgeraniol control 100; rescue of ATP level, % at 7.49 µM; actives 0.78% (n = 330,000);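 active means mean ATP rescue above about 67%, or every replicate alone reaching that limit, limit read from the data, passing the limit was not always enough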;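 further: myotubes were challenged with 10 µM simvastatin during compound exposure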
# An asterisk follows results filed as active; / = not tested or not shown; & = joins results of further samples; [ ] = dose if it differs, or a comment. Not a hit list. Share with any hit: about 2.1%.
SMILES,F508del corr,PGC1a acetyl inh,FN deposition inh,PglD inh,GSIS activator,Cneo AK release,miR122 inh,C2C12 statin
COc1ccc(C)cc1NC(=O)c1ccccc1NS(=O)(=O)c1cccc2cccnc12,/,-6,5,6,13,-1,-5,5
O=C(c1cccc(Br)c1)N1CCN(C(=O)N2CCCCC2)CC1,-0.3,32,/,3,-8,-3,-5,6
Cc1ccc(C(=O)N2CCC3(CC2)NCCc2[nH]cnc23)cc1C,1.5,-6,2,4,-10,1,-9,1
O=C(CSc1nnnn1-c1ccc(Cl)c(C(=O)O)c1)NC(c1ccccc1)c1ccccc1,-1.8,9,-14,/,-6,/,/,/
CCOc1cc2c(cc1OCC)C(c1ccc(O)c(OC)c1)NCC2 (stereo not drawn),-1.2,-19,-3,-1,/,0,3,6
O=C(O)Cc1ccc2oc(-c3ccccn3)nc2c1,3.6,5,3,3,-11,0,-2,-6
Cc1ccc(S(=O)(=O)N2CCN(C(=O)COC(=O)c3ccc(Br)o3)CC2)c(C)c1,-1.4,-23,-1,1,-32,-2,/,-4
CC(C)CC(=O)N1CCN(Cc2cccc(Cl)c2)CC1,-0.4,15,8,2,-4,-1,-3,7
CCCN(Cc1cc2cc(C)ccc2[nH]c1=O)C(=O)c1cccc([N+](=O)[O-])c1,-0.2,3,15,11,-2,-5,-1,11
O=C(C1CCN(C2CC(=O)N(c3ccc(F)cc3)C2=O)CC1)N1CCOCC1 (stereo not drawn),/,0,/,-6,/,-2,2,/
COc1cccc(-c2nnc3sc(C4CCCCC4)nn23)c1,/,/,18,-1,/,2,9,/
O=C(CSc1ccc2nnc(CCNC(=O)c3ccccc3)n2n1)NCc1ccc(F)cc1,1.7,/,-3,-4,28,1,/,2
CCC1CCCCN1C(=S)Nc1ccc(SC(F)F)cc1 (stereo not drawn),-3.5,4,14,/,-31,/,6,-31
Cc1ccc(C(=O)CSc2nc(N)cc(=O)[nH]2)cc1,/,/,1,0,/,7,1,/
O=C(CSc1nnc(NC(=O)c2ccccc2[N+](=O)[O-])s1)NCC1CCCO1 (stereo not drawn),3.9,/,4,-5,2,5,/,-5
Cc1ccc(CN2CCSc3ccc(C(=O)N4CCN(c5ncccn5)CC4)cc32)cc1,/,-30,/,-2,/,1,0,-12
O=S(=O)(c1ccccc1)c1nc(-c2ccco2)oc1N1CCCCC1,-0.8,-14,1,-4,11,0,4,-9
O=C1c2ccccc2NC(c2ccc(O)cc2)N1c1ccccc1 (stereo not drawn),-0.4,-1,0,0,1,-2,-2,-2
C[C@@H]1CN([C@@H](C)CO)C(=O)c2cccc(NC(=O)C3CC3)c2O[C@H]1CN(C)S(=O)(=O)c1ccccc1,3.8,/,/,0,12,11,-8[16.7 µM],0
OC[C@@H]1[C@H](c2ccc(-c3cccc(F)c3)cc2)[C@@H]2CN(CCC(F)(F)F)CCCCN12,0.1,-20,/,1,-16,7,18[16.7 µM],-11
CCOC(=O)C(CC)(CC)C(=O)/C=C/c1cccc(Br)c1,/,42,/,4,/,-3,-3,9
CC(C)(O)[C@@H]1CC[C@@](C)(C2CC[C@]3(C)C2[C@H](O)CC2[C@@]4(C)CC[C@H](O)C(C)(C)C4[C@@H](O[C@H]4O[C@@H](CO)[C@H](O)[C@@H](O)[C@@H]4O[C@@H]4O[C@H](CO)[C@@H](O)[C@H](O)[C@H]4O)C[C@]23C)O1 (stereo in doubt),3.1,/,6,4,5,-2,/,7
CNC(=O)/C(C#N)=C/c1c(N(Cc2ccccc2)Cc2ccccc2)nc2c(C)cccn2c1=O,/,0,3,-3,-9,6,-3,-26
CCOC(=O)c1c(C)[nH]c(C(=O)OCC(=O)Nc2cc(C)nn2-c2ccccc2)c1C,3.3,/,-9,-3,0,-1,0,-8
CC(=O)c1ccc(OCC(=O)N2CCCC2c2ccc3c(c2)OCCCO3)cc1 (stereo not drawn),0.2,-1,-2,/,-16,/,-6,-6

# As a working copy, some entries already given:
SMILES,F508del corr,PGC1a acetyl inh,FN deposition inh,PglD inh,GSIS activator,Cneo AK release,miR122 inh,C2C12 statin
Cc1ccc(S(=O)(=O)N2CCN(C(=O)COC(=O)c3ccc(Br)o3)CC2)c(C)c1,-1.4,-23,-1,1,-32,-2,/,-4
CC(C)CC(=O)N1CCN(Cc2cccc(Cl)c2)CC1,-0.4,15,8,2,-4,-1,-3,7
CCCN(Cc1cc2cc(C)ccc2[nH]c1=O)C(=O)c1cccc([N+](=O)[O-])c1,-0.2,3,15,11,-2,-5,-1,11
O=C(C1CCN(C2CC(=O)N(c3ccc(F)cc3)C2=O)CC1)N1CCOCC1 (stereo not drawn),/,0,/,-6,/,-2,2,/
COc1cccc(-c2nnc3sc(C4CCCCC4)nn23)c1,/,/,18,-1,/,2,9,/

# (next part)
SMILES,F508del corr,PGC1a acetyl inh,FN deposition inh,PglD inh,GSIS activator,Cneo AK release,miR122 inh,C2C12 statin
O=C(Cn1nnc(-c2ccccc2)n1)N/N=C/c1cccc([N+](=O)[O-])c1,/,2,-4,0,-12,1,0,/
Cn1cccc1/C=N/N1CCN(Cc2ccc(Cl)cc2)CC1,0.1,/,-6,-9,/,2,-2,16
CC(C)COc1ccc(C(=O)OCC(=O)NCCC2=CCCCC2)cc1,-6.8,-14,-5,-2,-32,-5,-7,11
Cc1cc(=O)n2nc(N3CCCC(C(=O)N4CCN(C)CC4)C3)sc2n1 (stereo not drawn),/,-2,/,-3,/,-3,-10,14
COc1ccc(-c2cc(C(=O)N/N=C(\C)c3cccnc3)c3ccccc3n2)c(OC)c1,3.2,/,0,4,0,4,/,1
CN(Cc1ccccc1)C(=O)CCC1CCN(C(=O)CCC(F)(F)F)CC1,-1.2,-7,-6,0,1,3,1,1
CCCCn1c(N)c(N(CCOC)C(=O)CSc2nc3ccc(C)cc3[nH]2)c(=O)[nH]c1=O,/,/,-1,-4,/,2,-3,/
COc1cc(NC(=O)c2cc(OC)c(OC)c(OC)c2)ccc1NC(=O)c1cccs1,-0.3,/,1,6,-4,13,/,-26
Cc1cccc(NC(=O)CCOc2ccccc2)c1C,-3.0,0,2,-2,-4,2,-4,-4
COc1ccccc1NC(=O)c1ccccc1S(=O)(=O)c1ccc([N+](=O)[O-])cc1,-0.6,-6,/,-1,3,-1,-2,6
O=C([C@@H]1[C@@H](CO)[C@@H]2Cn3c(cccc3=O)[C@H]1N2CCC(F)(F)F)N1CCCCC1,-1.5,5,/,-2,0,1,-1[16.7 µM],6
Cc1cc(C)c(C(=O)N(CCN(C)C)CC2CCCN(Cc3ccccc3F)C2)o1 (stereo not drawn),-1.1,-6,2,-2,16,-2,-2,0
C/C=C/c1ccc([C@H]2[C@H](C#N)N(c3nc(-c4ccccc4)cs3)[C@H]2CO)cc1,2.4,3,11,1,0,1,/,24
O=C(CSc1ccc2c(c1)OCCO2)Nc1ncc(Cl)cc1Cl,/,1,-2,-3,-3,4,1,-5
C[C@@H]1CN([C@H](C)CO)C(=O)Cc2cc(NC(=O)C3CC3)ccc2O[C@@H]1CN(C)Cc1ccc(C(=O)O)cc1,0.2,5,5,6,29,39,0[16.7 µM],-7
CCc1nnc(NC(=O)CSc2nnc(COc3ccccc3)n2-c2ccc(C)cc2)s1,/,1,/,-3,9,6,2,5
COc1ccc(Cn2c(/C=C/c3ccccc3)nc3ccccc32)cc1,/,/,4,-6,/,-3,27,-12
Cc1ccc(S(=O)(=O)Nc2ccc3c(c2)C(=O)N([C@@H](C)CO)C[C@H](C)[C@@H](CN(C)C(=O)Nc2ccc(F)cc2)O3)cc1,-1.3,-10,/,-1,4,1,1[16.7 µM],18
C[C@H](CO)N1C[C@H](C)[C@H](CN(C)S(C)(=O)=O)Oc2ccc(NC(=O)Nc3ccc4c(c3)OCO4)cc2C1=O,-3.6,10,/,7,4,-3,3[16.7 µM],-20
O=C(/C=C/c1ccc([N+](=O)[O-])o1)NNC(=O)c1ccc(F)cc1,-6.1,/,3,0,-4,2,5,-26
COc1ccc(NC(=O)C(Cc2cc(C)cc(C)c2)C(C)C(=O)O)cc1 (stereo not drawn),0.4,2,3,3,10,-2,0,14
COc1cc2c(cc1OC)C(C(=O)Nc1cc(OC)c(OC)c(OC)c1)C(c1cccnc1)N(C)C2=O (stereo not drawn),1.0,2,/,1,-4,1,-5,5
C[C@H]1CN([C@@H](C)CO)C(=O)c2cc(NS(=O)(=O)c3ccc(Cl)cc3)ccc2O[C@@H]1CN(C)CC1CCCCC1,3.5&1.8,4&2,-2&-11,4&2,-13&-32,9&-1,-9[16.7 µM],28&3
CC(C)NC(=O)Nc1ccc2c(c1)C(=O)N([C@@H](C)CO)C[C@H](C)[C@@H](CN(C)CC1CCCCC1)O2,0.3,/,/,-1,1,-4,3[16.7 µM],40
CCCn1c(C2CC(=O)N(c3cc(OC)ccc3OC)C2)nc2ccccc21 (stereo not drawn),1.4,0,3,7,/,-2,-7,-2

# Going on with the list:
SMILES,F508del corr,PGC1a acetyl inh,FN deposition inh,PglD inh,GSIS activator,Cneo AK release,miR122 inh,C2C12 statin
Cc1ccc2cc(C#N)c(NCCNC(=S)NCCCN(C)C)nc2c1C,1.1,-24,7,/,14,/,/,/
O=C(NCC(=O)N1CCN(S(=O)(=O)/C=C/c2ccccc2)CC1)c1ccccc1F,0.8,0,2,/,-1,/,/,/
COc1ccc(-c2nnc(-c3ccc(N(C)C)cc3)o2)cc1,/,5,5,0,-8,1,-7,40
C=CCn1c(SCC(=O)N(CC)CC)nc(O)cc1=O,/,/,/,2,/,3,-8,-3
CCCCNc1nc2c(c(=O)[nH]c(=O)n2C)n1CCCc1ccccc1,-1.7,6,-1,0,/,1,-2,6
CCCNC(=O)N1C[C@@H]2[C@H](c3ccccc31)[C@@H](CO)N2Cc1cc(F)ccc1F,-2.0,-1,/,-1,5,-14,-36[16.7 µM],24
COc1ccc(CC(=O)N2CCN(c3cccc(C)c3C)CC2)cc1,-0.9,-5,-9,8,-11,-4,-6,14
C[C@@H]1CCCCO[C@@H](CN(C)S(=O)(=O)c2ccccc2)[C@H](C)CN([C@@H](C)CO)C(=O)c2cc(NC(=O)CCC(F)(F)F)ccc2O1,-1.8,-13,/,0,-4,49,6[16.7 µM],/
C/C(CC(=O)NC12CC3CC(CC(C3)C1)C2)=N\NC(=O)c1ccc(F)cc1,0.0,/,3,-3,2,17,/,4
COCC(=O)N(C)C1(c2nnnn2CCOC(=O)Nc2cccc3ccccc23)CCCC1,/,0,/,-3,/,3,-16,98*
CCOC(=O)c1[nH]c(C(=O)O)c(CCC(=O)OC)c1C,0.4,-13,/,-1,1,2,2,-1
Cc1ccc(S(=O)(=O)Nc2cccc3c2O[C@@H](CN(C)Cc2ccccc2)[C@H](C)CN([C@H](C)CO)C3=O)cc1,-1.0,-18,/,2,5,0,7[16.7 µM],24
Cc1ccc(OCC(=O)Nn2cnnc2)c(Br)c1,/,/,/,5,14,5,1,3
CCNc1nc(NC(C)C)nc(Oc2ccc(OCCOc3ccccc3)nn2)n1,4.9,0,/,-2,-17,2,/,12
CCCn1nc(C(=O)Nc2cccc(S(=O)(=O)N(C)c3ccccc3)c2)c2ccccc2c1=O,0.2,-15,2,2,/,9,-5,-4

# High-throughput results: PubChem BioAssay, Broad Institute
